Screening results: PubChem BioAssay, several laboratories
RT RNaseH block: blocks HIV-1 RNase H cleavage of RNA/DNA duplex. RT-RNase H RNA/DNA duplex cleavage, fluorescence. inhibition, % at 10 µM. 65,000 tested, 1.9% active; in the data active means inhibition above about 50%
RmlC RmlD mix: inhibitors of RmlC and RmlD coupled enzymes | AID 1532 | inhibition, % at 5.5 µM | RmlC/RmlD coupled enzyme inhibition, 384-well mixture HTS | 110,000 tested, 0.39% active; in the data active means inhibition above about 30%, passing the limit was not always enough; inconclusive means no clear call, values can overlap the other calls; further: strong numbers were not always called active
* = called active by the depositor. This is a subset; count on the stated rates, not on these rows.

O=C(O)C1CC=C(Cl)CC1C(=O)NCC1OCCc2ccccc21 (stereo not given) was read as RT RNaseH block -2.9 and RmlC RmlD mix 4.9.
FC(F)(F)c1nc(N2CCCC2)ncc1-c1nnnn1-c1ccc(Cl)cc1 was read as RmlC RmlD mix 5.3.
For Cc1cc(S(=O)(=O)N2CCOCC2)ccc1F the results were RT RNaseH block -5.9 and RmlC RmlD mix 3.2.
For CC(C)COC(=O)N1CCCC1C(=O)O (stereo not given) the results were RmlC RmlD mix -16.7.
`CCCNC(=O)Cn1cnc2sc(C(=O)Nc3ccc4c(c3)OCO4)c(C)c2c1=O` gave RmlC RmlD mix -4.5.
Cc1cc(C)nc(SCC(=O)c2cc3ccccc3oc2=O)n1 was read as RT RNaseH block -33.0 and RmlC RmlD mix -6.1.
O=C(Nc1ccccc1F)C1CCCN(S(=O)(=O)c2cccc3cccnc23)C1 (stereo not given) was read as RT RNaseH block -59.6 and RmlC RmlD mix 5.2.
O=C(CSC(=S)N1CCCCC1)N1N=CCC1c1ccccc1 (stereo not given) was read as RmlC RmlD mix -8.8.
For CCOC(=O)C1=C(C)NC(C)=C(C(=O)OCC)C1C(=O)O the results were RT RNaseH block -5.1 and RmlC RmlD mix 18.4.
Nc1ccccc1C(=O)OC1CSC1 was read as RT RNaseH block 3.9 and RmlC RmlD mix 16.4.
Screening COC(=O)c1c(-c2ccccc2)csc1N returned RmlC RmlD mix 5.4.
Screening COc1ccc(OC)c(C2CC(=O)N3CN(c4ccccc4F)CSC3=C2C#N)c1 (stereo not given) returned RT RNaseH block 26.9 and RmlC RmlD mix 5.2.
Screening CC1CCc2c(sc3c2C2=NS(=O)(=O)CCN2C=N3)C1 (stereo not given) returned RT RNaseH block -34.9 and RmlC RmlD mix 9.2.
`C=C(C)C(=O)Nc1cccc(C2=NOC3(C2)C[C@@H](C(N)=O)N(C(=O)c2ccc(OC)cc2)C3)c1` (stereo not given in full) gave RmlC RmlD mix 21.9.
For CC1(C)CC(=O)C(C=Nc2ccc3cn[nH]c3c2)=C(O)C1 the results were RT RNaseH block -14.5 and RmlC RmlD mix 7.9.
For Cc1onc(-c2ccccc2)c1C(=O)N1CC(C)OC(C)C1 (stereo not given) the results were RT RNaseH block -3.1 and RmlC RmlD mix 6.7.
[C-]#[N+][C@H](O[C@@H]1O[C@H](CO)[C@@H](O)[C@H](O)[C@H]1O)c1ccccc1 was read as RmlC RmlD mix -9.1.
`Cc1cc2nc(C3CCN(Cc4nnnn4Cc4cccs4)CC3)[nH]c2cc1C` gave RT RNaseH block 48.7 and RmlC RmlD mix 7.1.
`COc1ccccc1NC(=S)NC(=O)C(C)(C)C` gave RmlC RmlD mix 5.9.
CCCC(=O)NC(=S)Nc1ccccc1C(F)(F)F was read as RmlC RmlD mix 4.9.
`Cc1nc(NC2CCCC2)sc1C(=O)N(C)C` gave RmlC RmlD mix 5.0.
O=C(NCCc1ccccc1)c1ccc(CS(=O)(=O)Cc2ccccc2F)o1 was read as RmlC RmlD mix -7.6.
Screening COC(=O)c1cc(NC2c3ccccc3C(=O)N2Cc2ccco2)cc(C(=O)OC)c1 (stereo not given) returned RmlC RmlD mix -8.2.
Screening COc1ccc(-c2ncncc2-c2csc(C)n2)c(O)c1OC returned RmlC RmlD mix 15.7.
Screening COc1ccc(-c2nn3c(C4CCCCC4)nnc3s2)cc1OC returned RT RNaseH block 37.5 and RmlC RmlD mix -2.6.
For COC(/C=C/Nc1ccc(OC)cc1)=C(C#N)C#N the results were RmlC RmlD mix 3.3.
For CN(C)S(=O)(=O)c1ccc(C(=O)Nc2ccc(Cl)cc2)cc1 the results were RT RNaseH block -12.5 and RmlC RmlD mix -5.1.
Screening O=S1CC/C(=N\O)c2ccccc21 (stereo not given) returned RmlC RmlD mix 3.5.
For O=c1c2c(-c3cccs3)csc2ncn1-c1ccc(Br)cc1 the results were RmlC RmlD mix 18.6.
O=C(O)c1ccccc1-c1ccccc1C(=O)NCc1ccco1 was read as RT RNaseH block -3.1 and RmlC RmlD mix 28.4.
For O=S(=O)(c1ccc(Cl)s1)N1CCc2ccccc2C1 the results were RmlC RmlD mix 5.8.
For COc1cccc(C(=O)Nc2c(C)n[nH]c2C)c1 the results were RT RNaseH block -1.9 and RmlC RmlD mix -13.6.
For O=C(O)CNC(=O)CCN1C(=O)c2ccccc2C1=O the results were RmlC RmlD mix -21.3.
CCOc1ccc(NC(=O)CN2CCN(CC(=O)Nc3ccc(Cl)c(C(F)(F)F)c3)CC2)cc1 was read as RmlC RmlD mix 1.0.
`C[C@@H]1C[C@H]2[C@@H]3CCC4=CC(=O)C=C[C@]4(C)[C@@]3(F)[C@@H](O)C[C@]2(C)[C@@]1(O)C(=O)COP(=O)(O)O` gave RT RNaseH block -3.9 and RmlC RmlD mix 8.0.
`O=C(Nc1ccccc1C1CC1)c1cccs1` gave RT RNaseH block -17.2 and RmlC RmlD mix -15.6.
`O=C(Nc1ccc2c(c1)OCO2)C1CCN(S(=O)(=O)Cc2ccccc2)CC1` gave RT RNaseH block -9.6.
`Cc1cc(C)nc(SCC2COc3ccccc3O2)n1` (stereo not given) gave RT RNaseH block -84.8 and RmlC RmlD mix -3.0.
CC(C)(CNCC(O)c1ccccc1)N1CCOCC1 (stereo not given) was read as RT RNaseH block 0.9 and RmlC RmlD mix -7.6.
For Cc1cccc(N2CCN(C(=O)C34CC5CC(CC(C5)C3)C4)CC2)c1C the results were RT RNaseH block 3.7 and RmlC RmlD mix inconclusive.

Gathered by group: the compounds so far containing a thiophene ring, fused or not.
`CCCNC(=O)Cn1cnc2sc(C(=O)Nc3ccc4c(c3)OCO4)c(C)c2c1=O` gave RmlC RmlD mix -4.5.
Screening COC(=O)c1c(-c2ccccc2)csc1N returned RmlC RmlD mix 5.4.
Screening CC1CCc2c(sc3c2C2=NS(=O)(=O)CCN2C=N3)C1 (stereo not given) returned RT RNaseH block -34.9 and RmlC RmlD mix 9.2.
`Cc1cc2nc(C3CCN(Cc4nnnn4Cc4cccs4)CC3)[nH]c2cc1C` gave RT RNaseH block 48.7 and RmlC RmlD mix 7.1.
For O=c1c2c(-c3cccs3)csc2ncn1-c1ccc(Br)cc1 the results were RmlC RmlD mix 18.6.
For O=S(=O)(c1ccc(Cl)s1)N1CCc2ccccc2C1 the results were RmlC RmlD mix 5.8.
`O=C(Nc1ccccc1C1CC1)c1cccs1` gave RT RNaseH block -17.2 and RmlC RmlD mix -15.6.

Going on with the list.
`CCOC(=O)c1cn(CC)c2cc(N3CCCCC3)c(F)cc2c1=O` gave RT RNaseH block -0.5 and RmlC RmlD mix -13.0.
Cc1nc(NCCN2CCOCC2)c2nnn(Cc3c(F)cccc3Cl)c2n1 was read as RT RNaseH block -8.4 and RmlC RmlD mix 3.4.
`O/N=C1\CCc2cc(Cl)ccc21` gave RT RNaseH block -13.3 and RmlC RmlD mix -6.0.
Cc1ccc(C(=O)N2CCCC(c3nc4c(nnn4Cc4ccccc4)c(=O)[nH]3)C2)cc1 (stereo not given) was read as RT RNaseH block 0.8 and RmlC RmlD mix -1.5.
For CCOc1ccc(-c2nc(CSCC(=O)NCCN3CCOCC3)c(C)o2)cc1 the results were RT RNaseH block -25.8 and RmlC RmlD mix -8.1.
For CSc1cccc(-n2cc(-c3ccc4c(c3)OCO4)[nH]c2=O)c1 the results were RT RNaseH block 19.6 and RmlC RmlD mix -8.4.
Screening C=CCN1C(=O)CS/C1=C(\C#N)S(=O)(=O)c1ccc(C)cc1 returned RT RNaseH block 4.6 and RmlC RmlD mix 3.9.
For COc1cc(C(c2sc3ncnn3c2O)N2CCN(c3ccccc3F)CC2)cc(OC)c1OC (stereo not given) the results were RT RNaseH block -2.0 and RmlC RmlD mix -10.3.
`CCOC(=O)c1[nH]c2ccccc2c1NC(=O)c1cc(OC)c(OC)c(OC)c1` gave RT RNaseH block 8.1 and RmlC RmlD mix 10.5.
CCOC(=O)N1CCN(C(=O)COc2ccc(S(=O)(=O)NCc3ccccc3)cc2)CC1 was read as RmlC RmlD mix 0.8.
Screening COC(=O)c1ccc(=O)c2nc3/c(=C/O)c(O)cc(=O)c3[nH]c12 returned RmlC RmlD mix -9.8.
Cc1ccc(C(=O)NC(=S)Nc2cccc3nsnc23)cc1 was read as RmlC RmlD mix -8.7.
For CCCc1nnc(NC(=O)c2c(O)c3cccc4c3n(c2=O)CC4)s1 the results were RT RNaseH block 4.7 and RmlC RmlD mix -5.8.
Screening O=C1CCCc2nn(-c3ccccc3)c(-c3ccncc3)c21 returned RT RNaseH block -17.7.
`COc1ccc(C(=O)NCCCn2ccnc2)cc1` gave RT RNaseH block -8.6 and RmlC RmlD mix 1.2.
Cc1ccccc1OCCCC(=O)Nc1ccc(N2CCOCC2)cc1 was read as RT RNaseH block -13.2 and RmlC RmlD mix -2.9.
`O=C(Nc1ccc(Br)cc1F)C1CCCN(S(=O)(=O)c2cnc[nH]2)C1` (stereo not given) gave RT RNaseH block -10.3 and RmlC RmlD mix 83.6.
Cc1ccc(CNC(=O)CS(=O)Cc2nc(-c3cccs3)oc2C)cc1 (stereo not given) was read as RT RNaseH block 17.9 and RmlC RmlD mix 5.8.
`CCOC(=O)c1nn(-c2ccccc2C)c2nc(-c3ccc(Cl)cc3)c(C#N)c(=O)n12` gave RmlC RmlD mix -29.1.
`CCOc1ccc(N=Cc2c(O)n(C(C)(C)C)c(=O)[nH]c2=O)cc1` gave RmlC RmlD mix 4.3.
For CS(=O)(=O)N(Cc1ccccc1)c1ccccc1C(=O)O the results were RT RNaseH block -8.4 and RmlC RmlD mix 0.3.
O=C(CCN1C(=O)c2ccccc2C1=O)N1CCC(c2ccccc2)C1 (stereo not given) was read as RT RNaseH block -16.1 and RmlC RmlD mix -4.9.
O=C(OCC(CO)OC(CO)n1ccc(=O)[nH]c1=O)c1ccccc1 (stereo not given) was read as RT RNaseH block -9.1 and RmlC RmlD mix 6.2.
For O=C(CSc1nc2cc(Cl)ccc2o1)c1cccs1 the results were RT RNaseH block -46.2 and RmlC RmlD mix -3.3.
CCCCC(CC)CNC(=O)C1CCCN(S(=O)(=O)c2cnc[nH]2)C1 (stereo not given) was read as RT RNaseH block -1.3 and RmlC RmlD mix -3.9.
`COc1ccc(NC(=O)CN(c2ccc(C(C)C)cc2)S(=O)(=O)c2c(C)noc2C)cc1OC` gave RT RNaseH block 4.2 and RmlC RmlD mix -6.9.
Cc1cc(NC(=O)CSc2nc3c(c(=O)n2-c2ccc(Br)cc2)SCC3)no1 was read as RT RNaseH block -3.2 and RmlC RmlD mix -5.5.
`Cc1cccc(N(Cc2cc3ccccc3[nH]c2=O)C(=O)c2ccco2)c1C` gave RT RNaseH block 19.7 and RmlC RmlD mix 5.5.
`Cc1c(NC(=O)OCCNC(=O)Nc2ccccc2)sc(=S)n1C` gave RT RNaseH block -1.3 and RmlC RmlD mix 9.0.
O=C(COC(=O)c1ccccc1S(=O)(=O)N1CCCCC1)NCC(F)(F)F was read as RT RNaseH block -16.2 and RmlC RmlD mix -11.6.
For O=C(NCCNCCO)C1(C(F)(F)F)C/C(=C\Cc2ccccc2)CCCO1 (stereo not given) the results were RmlC RmlD mix 2.0.
O=C(NCc1cccnc1)c1ccccc1Br was read as RT RNaseH block 0.1 and RmlC RmlD mix -5.8.
O=C(CSc1ncnc2c1oc1ccccc12)Nc1ccc2c(c1)OCCO2 was read as RT RNaseH block 26.0 and RmlC RmlD mix -11.8.
For CCCN(CC#CCO)CCC the results were RT RNaseH block -8.3 and RmlC RmlD mix 11.3.
For O=C(C1CCCCC1)N1CCC(n2nnc3ccccc32)CC1 the results were RT RNaseH block -42.9 and RmlC RmlD mix 9.6.
`COc1ccccc1-c1nnc(SCC(=O)N2CCOCC2)o1` gave RT RNaseH block -3.7 and RmlC RmlD mix 4.2.
For CCCS(=O)(=O)N1CCN(Cc2ccncc2)CC1 the results were RT RNaseH block -7.7 and RmlC RmlD mix 6.3.
Screening CC(C)(C)c1nc2ccccc2[nH]1 returned RmlC RmlD mix 7.4.
Screening Cc1c(Cl)cccc1NC(=O)CN1CCC(C(O)(c2ccccc2)c2ccccc2)CC1 returned RmlC RmlD mix -6.5.
Clc1cccc(CSc2nnc([C@@H]3CCCN3)o2)c1 was read as RT RNaseH block -7.6 and RmlC RmlD mix -10.0.

Pulled one by one from the entries so far (2):
For O=C(CSc1nc2cc(Cl)ccc2o1)c1cccs1 the results were RT RNaseH block -46.2 and RmlC RmlD mix -3.3.
`Cc1cccc(N(Cc2cc3ccccc3[nH]c2=O)C(=O)c2ccco2)c1C` gave RT RNaseH block 19.7 and RmlC RmlD mix 5.5.

Other records.
For COC(=O)c1cc(CSc2nnc(-c3ccccc3)c(-c3ccccc3)n2)oc1C the results were RT RNaseH block -18.8 and RmlC RmlD mix 3.7.
Cc1ccc(S(=O)(=O)NC(=O)NC(C)(C)C)cc1 was read as RT RNaseH block -6.8 and RmlC RmlD mix -2.0.
COc1ccc(CNC(=O)c2ccccc2SC)cc1 was read as RT RNaseH block -5.1 and RmlC RmlD mix -1.2.
Screening OC(CN1CCCCC1)CN1CCCCC1 returned RmlC RmlD mix -43.6.
For Cc1ccccc1CNc1ccc(C(CC(N)=O)NC(=O)c2ccccc2)cc1[N+](=O)[O-] (stereo not given) the results were RmlC RmlD mix -10.9.
For COC(=O)C1=CNC=C(C(=O)OC)C1c1ccc(C(=O)OC)cc1 the results were RT RNaseH block 0.3 and RmlC RmlD mix 7.5.
Screening O=C(Nc1ccc(S(=O)(=O)Nc2ncccn2)cc1)c1ccc(Br)s1 returned RmlC RmlD mix -7.7.
Screening Cc1cc(C)nc(N2CCC(C(=O)Nc3nnc(C)s3)CC2)n1 returned RT RNaseH block 4.4 and RmlC RmlD mix 9.1.
For Cc1ccc(N(C(=O)C(F)(F)F)C(C(=O)NC2CCCCC2)c2cccs2)cc1C (stereo not given) the results were RmlC RmlD mix 0.9.
Screening COc1ccc(S(=O)(=O)N2CCN(CCO)CC2)cc1-c1nnc2c3ccccc3c(C)nn12 returned RT RNaseH block -17.8 and RmlC RmlD mix 13.7.
Screening N#CCCN1CCN(S(=O)(=O)c2ccc(S(=O)(=O)N3CCCCCC3)cc2)CC1 returned RT RNaseH block -6.2 and RmlC RmlD mix -10.6.
